LMPTP inh: LMPTP (human) inhibition; P24666; recombinant LMPTP-A, OMFP fluorogenic substrate, fluorescence intensity; inhibition, % at 20 µM; 360,000 tested, 0.22% active; AID 651560;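 active = compounds that cut the enzyme signal by at least half of the control window in the single-dose screen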;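 also: plate controls were DMSO wells with enzyme plus substrate for no effect and substrate without enzyme for full effect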
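Test system: LMPTP-A phosphatase enzyme. Amount: LMPTP-A at 0.625 nM final in the reaction. Reagent: OMFP substrate, 400 µM final. Times: 50 min at room temperature. Signal: endpoint fluorescence intensity from OMFP dephosphorylation. Read-out basis: % inhibition. Benchmarks: no-enzyme and uninhibited controls.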
NRP1-CendR mod: modulators of CendR peptide binding to human neuropilin-1; 360,000 tested, 0.85% active; inhibition, % at 25 µM; FAM-RPARPAR peptide binding to NRP-1, fluorescence polarization;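 active = inhibition or corrected inhibition above about 18%, plus a signal ratio from 0.5 to 1.5, limit read from the data, passing the limit was not always enough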; also: strong numbers were not always called active
DNMT1 block: inhibitors of human DNMT1 | P26358 | DNMT1 molecular beacon, Hinp1I cleavage, fluorescence | inhibition (reported as % activation of signal), % at 10 µM | 360,000 tested, 0.83% active; in the data active = inhibition above about 50%
Target sequence (P26358 504-1616 limits assumed): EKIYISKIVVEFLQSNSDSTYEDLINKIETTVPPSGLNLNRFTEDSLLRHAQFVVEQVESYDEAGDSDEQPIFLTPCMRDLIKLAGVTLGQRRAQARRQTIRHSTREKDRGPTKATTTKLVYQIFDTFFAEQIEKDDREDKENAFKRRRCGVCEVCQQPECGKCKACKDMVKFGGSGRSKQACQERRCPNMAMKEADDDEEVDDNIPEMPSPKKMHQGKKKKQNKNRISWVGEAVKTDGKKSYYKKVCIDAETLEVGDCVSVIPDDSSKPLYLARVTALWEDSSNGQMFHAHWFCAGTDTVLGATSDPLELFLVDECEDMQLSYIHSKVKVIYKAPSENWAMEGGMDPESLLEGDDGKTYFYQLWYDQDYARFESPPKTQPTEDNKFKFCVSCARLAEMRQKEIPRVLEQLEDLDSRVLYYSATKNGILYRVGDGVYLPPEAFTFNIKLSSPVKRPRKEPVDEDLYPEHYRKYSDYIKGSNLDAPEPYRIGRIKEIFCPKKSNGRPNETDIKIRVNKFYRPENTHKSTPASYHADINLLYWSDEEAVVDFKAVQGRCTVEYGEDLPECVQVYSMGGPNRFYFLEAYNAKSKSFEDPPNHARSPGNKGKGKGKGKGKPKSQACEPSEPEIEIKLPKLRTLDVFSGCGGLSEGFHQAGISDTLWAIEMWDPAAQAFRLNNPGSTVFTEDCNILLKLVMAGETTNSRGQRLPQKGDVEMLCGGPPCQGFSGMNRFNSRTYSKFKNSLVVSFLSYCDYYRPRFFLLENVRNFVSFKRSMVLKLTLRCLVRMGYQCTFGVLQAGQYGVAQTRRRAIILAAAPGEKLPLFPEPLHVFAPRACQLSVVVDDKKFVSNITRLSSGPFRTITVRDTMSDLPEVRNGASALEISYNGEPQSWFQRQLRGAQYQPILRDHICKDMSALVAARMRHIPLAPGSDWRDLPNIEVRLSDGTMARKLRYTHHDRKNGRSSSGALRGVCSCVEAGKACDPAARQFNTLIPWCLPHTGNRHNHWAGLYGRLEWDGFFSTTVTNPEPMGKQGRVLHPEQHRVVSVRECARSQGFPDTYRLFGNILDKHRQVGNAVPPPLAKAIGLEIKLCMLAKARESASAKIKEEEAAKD
Neddyl block: blocks human cullin neddylation. P61081+Q13564. TR-FRET cullin neddylation, biochemical. calls only at 25 µM. 360,000 tested, 0.58% active; in the data active = inhibition above about 36%
Scp-1 inhibitor: inhibitors of human Scp-1 phosphatase; Recombinant Scp1, phosphopeptide, malachite green phosphate absorbance; inhibition, % at 20 µM; 340,000 tested, 0.88% active; AID 493091;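 active = inhibition above about 50% at 20 µM, limit read from the data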;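 also: plate controls were DMSO wells with enzyme for no effect and wells lacking enzyme for full effect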
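System: truncated SCP-1 phosphatase (76-261aa); medium: Tris acetate buffer pH 5.5 with MgCl2 and Tween-20; incubation: 45 min room-temperature reaction, 5 min colour, 30 min stabiliser; compound: single 20 µM dose, 1% DMSO; reagent: Phosphorylated 17-residue peptide substrate; read-out: % inhibition at 20 µM; technique: colorimetric free-phosphate detection, absorbance 630 nm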
STEP inh: STEP (human) phosphatase inhibition; P54829; recombinant STEP, OMFP fluorogenic substrate, fluorescence; inhibition, % at 20 µM; 360,000 tested, 0.25% active; AID 588621;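 active = inhibition at 20 µM, scaled per plate between control wells, above about 37%, limit read from the data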;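 also: 0% = DMSO with enzyme and substrate and 100% = substrate only without enzyme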
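Material: STEP (striatal-enriched tyrosine phosphatase) enzyme, cell-free; Compound dosing: 20 µM single dose in 1% DMSO; Technique: fluorescence read at 480 nm ex / 540 nm em; Times: reaction 20 min, ambient temperature; Medium: 50 mM Bis-Tris pH 6.0 with 2.5 mM DTT and 0.005% Tween 20; Also added: OMFP at 25 µM.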
TbMetRS inhib: Trypanosoma brucei MetRS inhibition | inhibition, % at 11.9 µM | AID 624268 | 360,000 tested, 0.4% active | purified T. brucei MetRS, ATP depletion, Kinase-Glo luminescence;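 active = inhibition above a per-plate cutoff of the control wells' mean inhibition plus 3 SD, cut at about 5.5% in these data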;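 also: 0% = DMSO wells median and 100% = median of wells with control inhibitor compound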
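Dosing: 11.9 µM compound single dose, 0.9% DMSO; Assay system: purified T. brucei MetRS enzyme; Measured by: Kinase-Glo luciferase luminescence reporting remaining unconsumed ATP; Schedule: 15 min plus 2 h at 25 °C.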
SUMO1-SIM PPI: modulators of human SUMO1-mediated protein-protein interactions; SUMO1 binding to a labelled peptide, TR-FRET, 1 h; inhibition, % at 20 µM; P63165; AID 602429; 360,000 tested, 0.33% active; in the data active = inhibition above about 37%
SKN-1 inh: C. elegans SKN-1 inhibition; C. elegans VP596 Pgst-4::GFP/RFP ratio, acrylamide-induced, 24 h; inhibition, % at 21.8 µM; 360,000 tested, 0.49% active;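 active = interference check ratio from 0.5 to 1.5 plus GFP to RFP signal ratio inhibition reaching or exceeding a fixed threshold, cut at about 30% in these data, passing the limit was not always enough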; also: some compounds called inactive have numbers as strong as hits
NadD block: inhibitors of Staphylococcus aureus NadD; 360,000 tested, 0.78% active; AID 602399; purified NadD enzyme, colorimetric absorbance read-out; inhibition, % at 20 µM; in the data active = inhibition above about 26%; also: some compounds past the cut are filed as inactive
* hit, by the source's call; i = inactive; x = no result given; & = joins results of further samples.

SMILES	LMPTP inh	NRP1-CendR mod	DNMT1 block	Neddyl block	Scp-1 inhibitor	STEP inh	TbMetRS inhib	SUMO1-SIM PPI	SKN-1 inh	NadD block
Cc1cc(SCC(=O)NCCN2C(=O)CSC2=O)nc2ccccc12	-0.8	-9	1	i	-9	-2	0.6	4	-4	0
Cc1ccc(C)c(S(=O)(=O)Nc2ccc(O)c(Sc3ncn[nH]3)c2)c1	-0.6	-5	-2	i	26	-2	-0.4	-1	-4	-5
CC(C)CNC(=O)C1(C)CCCN1C(=O)c1csnn1 (stereo unspecified)	-1.3	0	-2	i	x	-2	-0.3	0	3	4
CCN1C/C(=C\c2cccc([N+](=O)[O-])c2)C(=O)/C(=C/c2cccc([N+](=O)[O-])c2)C1	0.8	8	-2	i	-7	0	-0.2	-3	8	20
CC(C)N(C(=O)[C@H]1C[C@H](CC(=O)NCc2cccc(C(F)(F)F)c2)C(=O)N2CCc3c([nH]c4cc(CCC(=O)N(C)C)ccc34)[C@]12C)C(C)C	1.0	10	-7	i	-1	-1	-0.1	2	12	-1
COc1ncnc2c1ncn2CCCN(C)Cc1ccco1	-1.4	-9	0	i	x	4	-2.1	2	-6	-1
C=CCc1c(OC)ccc2ccc(=O)oc12	-0.9	0	1	x	-15	0	-0.7	-3	-12	0
COc1ccc(NC(=S)NC(=O)Cc2ccccc2)c(OC)c1	-1.6	1	-9	i	-6	-1	-1.1	3	19	-12
CN1CCC(N(C)C(=O)c2cc(S(=O)(=O)N3CCOCC3)ccc2Cl)CC1	-6.9	12	0	i	0	0	-0.6	-1	-5	-9
C=CCOc1ccc(C(=O)n2cc(C(=O)OC)c3ccccc32)cc1	5.7	2	2	i	-10	1	-0.4	7	3	-6
CC(C)(C)n1nnnc1C(C1CC1)N1CCN(C/C=C/c2ccccc2)CC1 (stereo unspecified)	-2.6	-2	0	i	x	3	0.4	0	12	-3
CCOc1ccc(NC(=O)CSc2nc3c(c(=O)n2-c2ccccc2OC)SCC3)cc1	0.1	6	-12	i	-7	0	-0.2	-9	8	23
CC(=O)C1=C(O)C(=O)N(c2ccc(Br)cc2)C1c1cccc([N+](=O)[O-])c1 (stereo unspecified)	-1.7	2	-4	i	-6	2	2.6	-17	6	2
Cc1cccc(C)c1OCC(O)Cn1ccnc1C (stereo unspecified)	2.0	-7	-2	i	-10	0	-0.7	-6	14	-3
Cc1cc(S(=O)(=O)Nc2ccc(C(=O)NCC(c3ccccc3)N(C)C)cc2)ccc1F (stereo unspecified)	-1.4	10	0	i	-5	-2	-0.7	1	3	-7
CCCCNC(=S)N1CCN(CC)CC1	-1.2	7	2	i	-13	-2	-0.3	-1	-2	5
Cc1cc(NC(=O)COC(=O)c2ccccc2NCCO)no1	2.1	1	9	x	-2	-1	0.1	0	17	2
O=C(Nc1cccc(Cl)c1N1CCOCC1)c1cccs1	0.7	7	3	i	-5	1	-0.2	8	-11	1
COc1cc(/C=C2/OC(=O)c3cc([N+](=O)[O-])ccc32)cc(OC)c1OC	0.6	9	-1	i	-11	0	0.7	-11	-13	-13
O=C(O)CN=C(NS(=O)(=O)c1ccc(Cl)cc1)c1ccc(F)cc1	-0.9	12	-3	i	-2	-1	0.7	4	-19	-3

Single records, from the list above:
`CC(C)(C)n1nnnc1C(C1CC1)N1CCN(C/C=C/c2ccccc2)CC1` (stereo unspecified) in the list: LMPTP inh = -2.6; NRP1-CendR mod = -2; DNMT1 block = 0; Neddyl block = i; Scp-1 inhibitor = x; STEP inh = 3; TbMetRS inhib = 0.4; SUMO1-SIM PPI = 0; SKN-1 inh = 12; NadD block = -3
`CCOc1ccc(NC(=O)CSc2nc3c(c(=O)n2-c2ccccc2OC)SCC3)cc1` in the list: LMPTP inh = 0.1; NRP1-CendR mod = 6; DNMT1 block = -12; Neddyl block = i; Scp-1 inhibitor = -7; STEP inh = 0; TbMetRS inhib = -0.2; SUMO1-SIM PPI = -9; SKN-1 inh = 8; NadD block = 23

Next records
SMILES	LMPTP inh	NRP1-CendR mod	DNMT1 block	Neddyl block	Scp-1 inhibitor	STEP inh	TbMetRS inhib	SUMO1-SIM PPI	SKN-1 inh	NadD block
Cc1ccc(C(=O)Nc2c(C)cc(-c3ccc(Cl)cc3)oc2=O)cc1	-0.9	-2	7	i	-4	-2	-1.0	3	-23	-4
Cc1onc(-c2ccccc2)c1C(=O)Oc1ccccc1	0.5	-5	1	i	-13	-1	-1.0	-2	3	5
COc1ccc(Cl)cc1-n1c(=S)sc2c(=O)n(-c3ccc(F)cc3)c(SCC(=O)O)nc21	-0.4	-2	-1	i	-22	6	-0.3	6	-4	-1
COc1ccc(-c2nc(CS(=O)CC(=O)NCc3ccccc3)c(C)o2)cc1OC (stereo unspecified)	0.4	-6	5	i	0	-2	-0.3	-3	10	-5
Cc1csc(NC(=O)C2CSC3(C)CCC(=O)N23)n1 (stereo unspecified)	1.2	3	2	i	-4	1	-0.2	0	7	2
COC(=O)c1cccnc1Oc1ccccc1	-1.0	-2	-1	i	-17	0	-0.6	-1	-3	-3
COc1ccc(NC(=O)COc2ccc(C(=O)NCc3cccnc3)cc2OC)cc1	-0.7	-4	-1	i	-10	-1	-0.3	2	-13	-1
Cc1nc2c(OCC(=O)c3ccc(F)cc3)cccn2c1N(C)Cc1cccs1	-0.9	-20	-5	i	x	2	0.0	5	19	4
Cc1cc(-c2ccc([N+](=O)[O-])cc2)nc2ccccc12	2.3	-14	0	i	-4	2	0.4	-18	24	6
Cc1cccc(C)c1NC(=O)Nc1cccs1	-0.1	-1	-1	i	-10	0	-1.1	1	24	2
O=C1/C(=C\c2cccs2)Sc2ccc3ccccc3c21	1.3	-46	4	i	-9	6	-0.7	-8	84	0
Cc1ccc(N2CC(C(=O)Nc3nnc(SCC(N)=O)s3)CC2=O)cc1C (stereo unspecified)	-0.9	-10	-6	i	4	3	-0.8	3	-16	-2
CCc1ccccc1NC(=O)[C@@H]1CCC(=O)N1C1OC(=O)c2ccccc21 (stereo partly specified)	-2.1	1	1	i	7	0	-0.4	-2	1	-3
CC1CCCCN1C(=O)CSc1nc2ncccc2[nH]1 (stereo unspecified)	-1.4	16	0	i	-5	0	0.5	-3	3	-2
CS(=O)(=O)Nc1nc2ccccc2[nH]1	-2.3	4	3	i	2	-3	-1.6	0	-7	-2
CC(C)Cc1nc(N2CCN(C(=O)c3ccccc3)CC2)c(C#N)c2c1CCC2	4.6	-10	-2	i	-3	4	-0.3	3	-13	6
COc1cccc(CC(=O)Nc2ccc(-c3csc(C)n3)cc2)c1	0.1	-12	-7	i	-11	0	-0.8	2	-18	-6
CCOc1ccc(NC(=O)N2CCC(C(N)=O)(N3CCCCC3)CC2)cc1	-2.0	0	1	i	3	-2	-1.0	-1	-10	-3
CCN(CC)CCNS(=O)(=O)c1ccc(/C=C/C(=O)O)cc1	-1.2	-1	-5	i	-5	0	-0.6	-1	-2	-8
COCCN(Cc1ccccc1)C(=O)c1cccc(S(=O)(=O)N2CCN(c3ccccc3)CC2)c1	-8.0	4	-6	i	-1	1	-0.1	-62	13	5

Reprinted at random: two entries already listed
SMILES	LMPTP inh	NRP1-CendR mod	DNMT1 block	Neddyl block	Scp-1 inhibitor	STEP inh	TbMetRS inhib	SUMO1-SIM PPI	SKN-1 inh	NadD block
CCc1ccccc1NC(=O)[C@@H]1CCC(=O)N1C1OC(=O)c2ccccc21 (stereo partly specified)	-2.1	1	1	i	7	0	-0.4	-2	1	-3
Cc1onc(-c2ccccc2)c1C(=O)Oc1ccccc1	0.5	-5	1	i	-13	-1	-1.0	-2	3	5

New compounds follow.
SMILES	LMPTP inh	NRP1-CendR mod	DNMT1 block	Neddyl block	Scp-1 inhibitor	STEP inh	TbMetRS inhib	SUMO1-SIM PPI	SKN-1 inh	NadD block
CCN(CC)CCn1c2ccccc2c2n[nH]c(=S)nc21	8.5	8	-2	i	-2	1	-0.1	-12	-2	14
CSc1ccc(S(=O)(=O)N2c3ccccc3CC2C)cc1 (stereo unspecified)	2.2	-8	-2	i	29	5	1.8	5	6	2
Cc1cc(C)n(C(=O)CNC(=O)c2cccc(Br)c2)n1	0.8	6	-2	i	-8	2	-0.2	1	4	-4
NS(=O)(=O)c1ccc(S(=O)(=O)NCCc2ccccc2)cc1	-0.1	4	5	i	-12	15	-0.9	-1	19	-2
CCCOc1ccc2oc(=O)c3c(c2c1)CCCN3C(=O)CN1CCCC(C(=O)OCC)C1 (stereo unspecified)	-0.9	-14	-5	i	1	-2	-0.2	-8	-6	2
CCc1cc[n+](-c2nc3ccccc3nc2C(=C=[N-])C#N)cc1	0.8	-20	-6	i	5	-1	-0.2	-44	-11	-3
CC(C)P(=O)(c1cccc(C(=O)O)c1)C(C)C	-0.6	-36	-2	i	-11	-2	-0.1	-1	10	-2
S=c1nc[nH]c2nc[nH]c12	-10&-11	0&-8	2&2	i	-9&-3	-1&-3	-0.3&0.0	0&0	-10&-2	0&2
COc1ccccc1/C=C1\SC(=S)N(CCC(=O)NCCCN2CCOCC2)C1=O	1.2	-17	-6	i	-2	-1	-0.5	-24	-6	-1
COc1ccc(OC)c(CNC(=O)C2CCN(C(=O)N(C)C)CC2)c1	-1.3	7	-2	i	2	4	-0.8	-1	-2	-1
CCOc1ccc(CN(C(=O)c2cc3ccccc3oc2=O)C2CC2)cc1	0.2	-7	-1	i	-6	-1	-0.9	-3	8	-6
O=C(CSc1nccc(=O)[nH]1)N1CCOCC1	-0.5	5	3	i	-8	1	-0.3	0	15	-1
Cc1ccc(NC(=S)NC(NC(=O)Cc2cccc3ccccc23)C(Cl)(Cl)Cl)cc1 (stereo unspecified)	0.9	-6	45	i	-5	4	-0.2	1	4	20
COCCNC(=O)CSc1ccc(Cl)cc1	-0.7	3	6	i	-5	-2	0.1	0	15	-2
CSc1ccc(CN2CCC2(C)C(=O)NCc2cccs2)cc1 (stereo unspecified)	-1.6	11	1	i	x	0	-0.1	0	10	5
O=C(CCn1c(=O)oc2ccccc21)Nc1cccc([N+](=O)[O-])c1	0.6	-8	1	i	-5	0	-0.2	-9	5	-1
CCOc1ccc(NC(=O)NNC(=O)c2ccc3ccccc3c2O)cc1	0.9	26*	-13	i	-8	2	0.0	-6	-6	1
Nc1ccccc1-c1nnc(SCC(=O)Nc2ccccc2OC(F)F)[nH]c1=O	0.7	0	1	i	-3	0	1.0	5	5	1
COC(=O)/C(C#N)=C/c1c(N2CCCCCC2)nc2c(C)cccn2c1=O	0.0	-4	-1	i	-7	1	-0.9	-23	10	-5
CC(=O)Nc1sc(C)c(C)c1C(=O)OCC(=O)NCc1ccc(Cl)cc1	-2.9	-7	15	i	-5	0	-0.3	-13	9	2
O=C(CSCc1ccccc1)NNc1c(F)c(F)cc(F)c1F	1.2	14	1	i	-22	-1	-0.1	4	11	-7
O=C(c1ccccc1)c1ccc(OCC(O)CN2CCN(Cc3ccccc3)CC2)cc1 (stereo unspecified)	-0.8	-4	-3	i	-2	-2	-0.9	2	13	-1
CCS(=O)(=O)N1CCC(C(=O)OCC(=O)c2ccc(Br)cc2)CC1	-1.3	2	-1	i	3	-1	-0.4	0	-12	-10
